DAX1 inh-1: DAX1 (NR0B1) inhibition, primary screen; HEK293T StAR-luciferase reporter, SF-1/DAX-1 repression relief; inhibition, % at 6.8 µM; actives 1.1% (n = 370,000); AID 652010;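 active = inhibition above the mean over all tested compounds plus 3 SD, cut at about 3.6% in these data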;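 note: 0% = DAX-1 cells with DMSO and 100% = cells lacking DAX-1 with DMSO; higher inhibition means more luminescence from relief of DAX-1 repression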
GAA850 FXN act: frataxin GAA850 promoter activation. HEK293 lucGAA850 FXN promoter luciferase reporter, 24 h; percent of 10 µM SAHA response. activation, % at 6 µM. actives 0.56% (n = 360,000);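 active = activation above the average of all compounds screened plus 3 SD, cutoff fixed separately per campaign, cut at about 7.5% in these data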;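 note: 0% = DMSO wells and 100% = 10 µM SAHA wells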
KLK7 zymogen act: activates the human kallikrein-7 zymogen | P49862 | purified proKLK7, EDANS-DABCYL substrate fluorescence; 100% is mature enzyme control, 0% vehicle | activation, % at 7 µM | actives 0.9% (n = 370,000) | AID 652039;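 active = activation above the mean of all tested compounds plus 3 SD, computed per campaign excluding outliers beyond control limits, cut at about 13% in these data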
Target sequence (P49862 whole entry, looked up): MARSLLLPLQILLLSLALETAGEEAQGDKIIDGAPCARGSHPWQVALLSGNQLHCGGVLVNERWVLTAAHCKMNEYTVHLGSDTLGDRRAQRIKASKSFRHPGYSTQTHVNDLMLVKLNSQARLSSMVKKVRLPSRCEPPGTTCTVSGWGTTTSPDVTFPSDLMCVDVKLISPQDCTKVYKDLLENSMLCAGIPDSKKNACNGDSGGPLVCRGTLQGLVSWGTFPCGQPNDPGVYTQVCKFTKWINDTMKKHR
hgDAF-12 ag: activates the H. glycines DAF-12 receptor ligand-binding domain; HEK293 GAL4-hgDAF12 UAS-luciferase reporter, agonist luminescence; normalized to butyrate control; activation, % at 6.8 µM; actives 1.8% (n = 370,000);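 active = activation above a cutoff set at the mean of all screened compounds plus 3 SD, cut at about 10% in these data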;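 note: 0% = DMSO wells and 100% = sodium butyrate wells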
NPR2 activator: GC-B (human) receptor activation | HEK293-GC-B cells, CNP EC30, cGMP TR-FRET; 0% at EC30 CNP, 100% saturating CNP | activation, % at 10 µM | actives 0.11% (n = 370,000);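 active = activation at 10 µM reaching about 35% in either raw or pattern-adjusted values, limit read from the data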
ssDAF12 agonist: activators of S. stercoralis DAF-12 nuclear receptor | HEK293 ssDAF-12/GRIP1 lit1-tk-luc reporter, luminescence; % of 3 µM dafachronic acid response | activation, % at 6.8 µM | actives 1% (n = 370,000) | AID 652126;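 active = activation above the mean over all tested compounds plus 3 SD, cut at about 0.9% in these data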;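 note: 0% = DMSO-only wells and 100% = 3 µM delta7-dafachronic acid wells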
SMARCA2 activ: activators of SMARCA2 function | MG213 cells, MMTV-luciferase reporter, dexamethasone, overnight | activation, % at 9.1 µM | actives 1% (n = 370,000) | AID 652017; in the data active = activation above about 7.8%;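 note: 0% = vehicle wells and 100% = reference activator wells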
HGIII-sPLA2 inh: Inhibits HGIII-sPLA2 liposome hydrolysis, primary screen. Q9NZ20. QFRET BODIPY PC-A2 liposome hydrolysis, fluorescence. inhibition, % at 12.2 µM. actives 0.56% (n = 370,000);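 active = inhibition above mean plus 3 SD of compounds lying within the high and low control bounds, cut at about 19% in these data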;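 note: 0% = median of test compound wells and 100% = no enzyme DMSO wells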
Target sequence (Q9NZ20 whole entry, looked up): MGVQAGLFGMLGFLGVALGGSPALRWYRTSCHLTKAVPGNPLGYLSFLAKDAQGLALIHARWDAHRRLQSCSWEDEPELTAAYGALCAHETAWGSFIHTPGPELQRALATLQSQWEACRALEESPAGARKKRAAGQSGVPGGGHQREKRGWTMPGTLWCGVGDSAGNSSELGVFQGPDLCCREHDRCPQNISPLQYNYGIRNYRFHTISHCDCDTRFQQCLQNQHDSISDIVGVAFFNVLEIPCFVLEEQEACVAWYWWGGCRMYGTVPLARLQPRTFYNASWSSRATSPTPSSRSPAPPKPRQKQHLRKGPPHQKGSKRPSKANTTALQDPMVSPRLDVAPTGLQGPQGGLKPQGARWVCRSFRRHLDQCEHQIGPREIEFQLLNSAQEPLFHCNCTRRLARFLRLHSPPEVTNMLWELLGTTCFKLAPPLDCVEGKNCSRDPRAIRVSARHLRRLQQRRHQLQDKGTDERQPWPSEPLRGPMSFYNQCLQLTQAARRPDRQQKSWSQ
DAX1 inh-2: NR0B1 (DAX1) inhibition; P51843; AID 504766; actives 0.99% (n = 340,000); inhibition, % at 6.75 µM; HEK293 Gal4-DAX1 luciferase reporter, luminescence;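 active = inhibition above the mean over all tested compounds plus 3 SD, cut at about 4.2% in these data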;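 note: 0% = DAX1-transfected cells with DMSO and 100% = empty-vector control cells with DMSO; inhibition shows as a rise in luminescence from relieved DAX1 repression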
Target sequence (P51843 207-470 limits assumed): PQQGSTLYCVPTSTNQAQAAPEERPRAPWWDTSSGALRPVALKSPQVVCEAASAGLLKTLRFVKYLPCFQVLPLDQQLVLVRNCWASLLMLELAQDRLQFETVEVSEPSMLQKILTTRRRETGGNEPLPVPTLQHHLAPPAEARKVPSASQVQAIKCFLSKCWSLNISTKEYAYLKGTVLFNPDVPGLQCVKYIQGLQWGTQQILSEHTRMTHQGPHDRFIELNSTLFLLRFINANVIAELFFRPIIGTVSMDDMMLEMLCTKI
NPR1 activator: GC-A (human) enzyme activation | HEK293 GC-A cells, cGMP TR-FRET, EC30 ANP; 0% at EC30 ANP, 100% saturating ANP | activation, % at 10 µM | actives 0.14% (n = 370,000); in the data active = activation above about 40%
hcDAF-12 act: activators of H. contortus DAF-12 nuclear receptor. HEK293 hcDAF-12 lit1-tk-luc reporter, luminescence; 0% DMSO, 100% Δ7-dafachronic acid. activation, % at 6.8 µM. actives 1.4% (n = 370,000);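 active = activation above the mean of all tested compounds plus 3 SD, cut at about 5.5% in these data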;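 note: 100% = response to 3 µM Δ7-dafachronic acid high control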
An asterisk follows results filed as active; . = not tested or not shown.

Values run as follows: hcDAF-12 act, NPR1 activator, KLK7 zymogen act, SMARCA2 activ, GAA850 FXN act, DAX1 inh-2, ssDAF12 agonist, hgDAF-12 ag, DAX1 inh-1, HGIII-sPLA2 inh, NPR2 activator
CCN(CC)CCN(C)C(=O)c1[nH]c(C(F)(F)F)nc1-c1ccccc1
  -0.9, -5, 0.2, -2, ., ., -0.6, 0.8, -0.7, 16, -5
CC(=O)N1CCN(Cc2nc3cc(NC(=O)C4CCCCC4)ccc3n2C)CC1
  -1.9, 4, -0.6, 0, -1.8, 1.4, -1.4, -0.1, -0.7, 2, 5
COCCn1c(SCC(=O)Nc2ccc(F)cc2F)nc2c(c1=O)SCC2
  -0.3, 0, 0.6, 0, 1.4, -0.2, -1.4, -3.6, -0.5, -2, 0
CC1=C(C#N)C(Nc2cccc(C)n2)(C(F)(F)F)C(=O)N1 (configuration not stated)
  0.3, 3, 1.1, -4, 0.4, -1.3, -1.3, -0.8, -0.9, -3, -4
CCOc1ccc(NC(=S)NC(=O)c2ccco2)cc1
  2.7, 1, 0.3, 10*, 2.8, 1.8, -1.1, 5.9, 0.6, 10, 0
O=C(Nc1ccc(Br)cn1)c1cccc(C(=O)Nc2ccc(Br)cn2)c1
  -0.1, 11, -0.1, -1, 3.0, -0.5, -0.3, 6.0, 0.6, 5, -8
O=C(CSCc1ccc(Cl)cc1)Nc1ccc2c(c1)OCCO2
  -1.9, 0, 0.5, -1, 1.6, 0.4, -1.7, -1.0, -0.1, 0, 5
COc1ccc(-n2c(-c3ccco3)nc3c(cnn3-c3ccc(C)cc3)c2=O)cc1
  -2.1, 1, 0.4, -2, 0.4, 0.3, -1.8, 1.8, -0.2, -2, -6
COc1ccccc1-c1nc(SCC(=O)N2CCC(C(N)=O)CC2)n[nH]1
  3.9, 4, -0.1, 6, 0.9, 1.6, 0.0, 4.5, 0.0, -3, 0
COc1ccc(OC)c(S(=O)(=O)N2CCC(C(=O)NCc3cccs3)CC2)c1
  -2.0, 5, 0.0, -5, ., ., -0.6, -1.2, 1.0, 10, -4
CCN1CCN(C(=O)Cn2nc(-c3ccc(Cl)cc3)ccc2=O)CC1
  3.2, 4, -0.3, -2, 0.7, 0.3, -1.2, -2.3, 0.0, 3, -1
COc1ccc(CNC(=O)c2cc(C(=O)C3CC3)c[nH]2)cc1
  -0.5, -5, -0.1, -4, -0.4, -0.1, -0.7, -4.5, -2.2, 10, -3
COc1cc2nc(=S)n3[nH]c(CCn4c(C)nc5ccccc54)nc3c2cc1OC
  -0.5, 3, 0.1, 2, -1.3, 1.7, -0.6, 0.1, 0.7, 10, -4
O=C(OCC(=O)N1CCN(C(=O)c2ccco2)CC1)c1cncc(Br)c1
  1.0, 1, -0.3, -2, 0.1, 0.0, -1.0, 0.7, -0.3, 1, -1
O=C(/C=C/c1cc([N+](=O)[O-])ccc1OC(F)F)NCc1ccc(Cl)cc1
  -0.7, 2, 0.4, 0, 0.7, -0.2, -1.7, -2.2, -0.9, -30, 8
Cc1cc(OCC(=O)Nc2ccc(N3CCN(C(=O)c4ccco4)CC3)cc2)cc(C)c1Cl
  -2.2, 3, 0.3, -4, -0.8, 1.3, -1.8, -1.3, -0.5, 13, -2
O=C(c1cc(C2CC2)nn1-c1ccccc1)N1CCN(c2ncc(C(F)(F)F)cc2Cl)CC1
  0.3, -2, 0.2, -1, -0.5, -0.1, -1.7, 1.7, 0.5, -4, -1
Cc1ccc(NC(=O)COC(=O)Cn2c(C)csc2=O)cc1S(=O)(=O)N1CCOCC1
  0.6, -1, 0.1, 0, 1.9, 0.1, -1.2, 2.2, -1.0, -5, 2
O=C(NCc1ccc2c(c1)OCO2)c1cc2n(n1)C(C(F)(F)F)CC(c1ccc3c(c1)OCO3)N2 (configuration not stated)
  -1.3, 2, -0.5, -3, -3.5, 0.1, -0.9, 1.3, -0.4, -5, 3
Cc1cccc(N2C(=O)C(O)=C(C(=O)c3cccs3)C2c2cccc(Oc3ccccc3)c2)n1 (configuration not stated)
  -0.3, 2, 0.1, 1, 1.3, 0.8, -1.6, 1.1, 1.2, -10, 0
C=CCC[C@H](CCCCC)OC(=O)/C=C/[C@H](O)[C@@H](O)C[C@@H](O)CC=C
  0.6, -5, 0.0, -8, ., ., -1.4, 0.5, -2.2, -5, -3
CSc1nc(C)c(C(=O)Nc2ccccc2)c(-c2ccco2)c1C#N
  0.4, -31, -0.1, -2, 1.0, -1.7, -2.0, -0.6, -0.3, -4, -11
O=C(/C=C/c1ccco1)Nc1ccccc1N1CCCCC1
  -1.0, -2, 0.9, -3, 0.2, -1.6, -0.8, -0.2, -1.3, -2, 2
COc1ccc(OC)c(C2C(C(C)=O)=C(O)C(=O)N2CCN2CCOCC2)c1 (configuration not stated)
  0.1, -1, 0.3, -3, 0.1, 1.0, -0.8, -0.4, 0.2, 0, 1
COc1ccc(C(=O)C[n+]2ccc(C)cc2)cc1
  6.6*, 1, -0.7, -5, -0.5, -0.3, -0.9, 2.8, 0.2, -3, -2
CCc1nnc(NC(=O)CCC(=O)Nc2ccccc2)s1
  0.9, 2, -1.0, -4, -0.1, 0.6, -0.9, 0.1, 0.5, -4, -5
CCc1cc(CNC(=O)C2CCC(=O)N(CCc3ccc(OC)cc3)C2)on1 (configuration not stated)
  -0.2, 2, 0.5, -1, -0.6, 0.7, -1.2, 1.7, 1.2, -1, -2
O=C(CNC(=O)c1ccccc1)Oc1ccc([N+](=O)[O-])cc1
  0.1, -1, -0.4, 1, 0.8, -0.3, -0.8, 0.5, -0.1, 4, 3
CC(=O)N1CCc2cc(C(=O)CN3CCN(c4ccccn4)CC3)ccc21
  0.8, -2, -0.1, 2, 1.1, 2.4, -1.6, 0.8, 0.5, 2, -5
COCCN(CC(=O)NCc1ccc2c(c1)OCO2)C(=O)CCC(=O)Nc1nccs1
  -0.5, -5, 0.0, 0, 1.1, -1.4, -1.1, -2.5, 0.3, 1, -3
Cc1cccc(-c2nsc(SCC(=O)NCC3CCCO3)n2)c1 (configuration not stated)
  -0.3, 6, 0.5, 1, 2.9, -0.8, -1.6, 18*, 1.4, -2, -2
COc1nc(NCc2ccco2)nc(NC2CCCCC2)n1
  0.0, -2, 0.2, 6, 5.6, -0.7, -0.8, 3.2, 0.2, -5, -10
COc1cc(NC(=O)c2ccccc2)c(OC)cc1NC(=O)Cc1ccccc1
  1.0, 2, 3.0, -2, 0.4, -1.5, -1.6, -3.1, -0.9, 10, 6
CCn1cc(C(=O)Nc2sc(C)c(C)c2C(=O)OC)cn1
  4.8, 1, -0.1, -3, -0.1, -1.6, -0.3, 1.6, -0.2, 20*, -3
O=C(CSc1ncccn1)N(Cc1cccnc1)C(CCc1ccccc1)c1nc2ccccc2[nH]1 (configuration not stated)
  2.8, -9, 0.4, -4, ., ., 0.5, 0.2, 1.3, -5, -8
CC(NC(=O)CN1CCN(C(=O)c2cccs2)CC1)c1ccc(F)cc1F (configuration not stated)
  0.2, 0, 0.3, -2, 2.5, 0.5, -1.5, 2.8, -0.7, -4, 3
O=C(CSc1nnnn1-c1ccccc1)Nc1ccc(Cl)cc1
  0.0, -3, -0.2, 0, -0.4, -1.0, -0.9, 1.8, -0.3, -14, -5
Cc1ccc(CNC(=O)c2ccccc2NC(=O)CSc2nnnn2C)cc1
  -1.1, -1, -0.5, -4, 0.9, 2.0, -1.4, -2.6, 0.0, 2, 12
O=C(CN(Cc1ccc(F)cc1)S(=O)(=O)c1ccccc1)N1CCCCC1
  -0.3, -7, 0.5, 2, -2.8, -1.2, -1.4, 0.2, -0.2, -6, -9
CCOC(=O)N1CCN(S(=O)(=O)c2c(C)cc(C)cc2C)CC1
  -1.4, 0, -0.5, 0, -0.9, -0.1, -0.9, 0.2, -0.9, 2, 1
COc1ccc(/C=C/c2c(-c3cccc(C)c3)oc3ccc(N4CCOCC4)cc23)cc1
  -0.1, 19, -15, -1, 0.2, 2.2, 0.1, 1.6, 0.2, -3, 6
O=C(NCCc1ccccc1)C1CCCN(S(=O)(=O)c2cccc3nsnc23)C1 (configuration not stated)
  -0.1, -3, 0.0, -4, 2.5, -0.7, -1.0, 0.9, -1.1, 3, 3
Cc1cccc(C(=O)OCC(=O)NC(=O)Cc2ccccc2)c1O
  1.3, 1, 1.7, -2, 1.4, 0.7, -0.2, -0.9, -2.1, 5, -2
CN(CCOc1ccccc1)C(=O)C1CCN(C(=O)c2ccc(F)cc2)CC1
  0.4, 6, -0.4, -3, -0.3, 0.7, -1.0, -1.4, 1.9, 3, -4
CCCCN(CC)CCNC(=O)c1cc2c(C)nc3ccccc3c2o1
  4.6, 5, 0.7, 0, -0.7, 1.6, -0.4, 17*, 2.4, 13, 3
COc1ccc(Cl)cc1S(=O)(=O)N1CCN(C(=O)c2cc(OC)c(OC)c(OC)c2)CC1
  -1.0, -2, 0.3, 1, -0.1, -1.2, -1.3, -1.5, 0.5, -4, 0
O=C(c1ccccc1)c1ccc(OCCCCN2CCCCC2)cc1
  -1.9, 2, -0.1, -3, -1.1, -0.3, -1.1, 2.0, -0.1, -2, 5
CCCCCOP(=O)(OCCCCC)C1(NS(=O)(=O)c2ccccc2)C=CC(=O)c2ccccc21 (configuration not stated)
  4.0, -2, -0.8, 0, -0.6, -0.3, -0.9, 0.2, -0.9, -50, -14
CCCN(CCC)Cc1c(C(=O)N/N=C/C(C)=C\c2ccccc2)nnn1-c1nonc1N
  -2.4, -5, -0.7, 2, -1.1, 0.7, -0.8, -0.7, 0.6, -2, 0
CC(C)c1cc(C(C)C)c(S(=O)(=O)N2CCC(c3cn4ccccc4n3)CC2)c(C(C)C)c1
  -1.9, 0, 0.6, -1, ., ., -0.9, -0.9, -1.8, -16, -9
Cc1cccc(S(=O)(=O)NCCc2cn3ccccc3n2)c1
  -1.7, 5, 0.3, -2, 1.6, -0.2, -0.4, -4.3, 0.3, 0, 3
CSCC[C@H](NC(=O)C1CCN(S(=O)(=O)c2ccc(C)cc2)CC1)C(=O)NCC1CCCO1 (some centres not stated)
  -0.7, 0, -0.2, 1, -2.3, -1.0, -1.5, 0.4, 0.1, -2, 3
Cc1ccc(C(=O)CCC(=O)N2CCC(C(N)=O)CC2)s1
  2.5, 0, -0.5, 1, 1.3, -0.5, -0.4, -2.1, -0.5, 4, 1
COc1ccccc1-c1sc2ccccc2c1-c1ccccc1OC
  1.6, -5, -0.2, -1, 1.8, -0.9, -1.2, 1.6, 0.1, -9, -10
CCN(C(=O)CSc1nc2ccccc2c(=O)n1Cc1ccc(C)cc1)C1CCS(=O)(=O)C1 (configuration not stated)
  -0.1, 3, -0.9, -2, -1.6, 3.1, -1.0, 3.0, 0.0, 12, 10
COc1ccc(/C(N)=N/OC(=O)CCC2CCCC2)cc1
  -0.2, 4, 0.3, 4, 1.2, -0.8, -0.7, -1.7, 1.8, 5, 7
COCCNC(=O)C(Cc1c[nH]c2ccccc12)NC(=O)OCc1ccccc1 (configuration not stated)
  -1.1, 4, 0.3, 0, 0.6, 0.6, -0.8, -2.4, -0.4, -41, -6
